M1 ag: activates human CHRM1 receptor; activation, % at 3 µM; CHO-K1 hM1, Fluo-8 calcium fluorescence, agonist mode; 0% DMSO, 100% acetylcholine EC100; actives 0.33% (n = 360,000); P11229;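 active = activation above the run's mean compound activation plus 3 SD, cut at about 16% in these data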;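 also: peak over basal fluorescence ratio within a 140 s kinetic read after compound addition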
Target sequence (P11229 whole entry, looked up): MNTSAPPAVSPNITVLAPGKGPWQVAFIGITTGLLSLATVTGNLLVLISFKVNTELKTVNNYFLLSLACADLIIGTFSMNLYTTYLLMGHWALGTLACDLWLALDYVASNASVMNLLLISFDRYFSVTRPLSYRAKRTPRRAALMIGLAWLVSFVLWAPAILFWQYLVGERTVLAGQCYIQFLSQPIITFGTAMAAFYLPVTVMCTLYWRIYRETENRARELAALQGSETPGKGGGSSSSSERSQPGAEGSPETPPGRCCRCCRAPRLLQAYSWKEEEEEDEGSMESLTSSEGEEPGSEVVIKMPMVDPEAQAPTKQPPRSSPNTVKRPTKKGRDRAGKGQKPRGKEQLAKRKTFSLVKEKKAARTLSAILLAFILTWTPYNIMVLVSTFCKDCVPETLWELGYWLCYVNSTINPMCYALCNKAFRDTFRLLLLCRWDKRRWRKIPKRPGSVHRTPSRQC
TAAR1 antag: human TAAR1 antagonism. Q96RJ0. CHO RD-HGA16 TAAR1, Fluo-8 calcium fluorescence, antagonist. inhibition, % at 3 µM. actives 1.5% (n = 360,000);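 active = inhibition above a per-plate cutoff, the mean inhibition of test compounds on that plate plus 3 SD, cut at about 49% in these data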;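 also: 0% = DMSO plus EC80 beta-PEA response and 100% = DMSO alone without agonist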
Target sequence (Q96RJ0 whole entry, looked up): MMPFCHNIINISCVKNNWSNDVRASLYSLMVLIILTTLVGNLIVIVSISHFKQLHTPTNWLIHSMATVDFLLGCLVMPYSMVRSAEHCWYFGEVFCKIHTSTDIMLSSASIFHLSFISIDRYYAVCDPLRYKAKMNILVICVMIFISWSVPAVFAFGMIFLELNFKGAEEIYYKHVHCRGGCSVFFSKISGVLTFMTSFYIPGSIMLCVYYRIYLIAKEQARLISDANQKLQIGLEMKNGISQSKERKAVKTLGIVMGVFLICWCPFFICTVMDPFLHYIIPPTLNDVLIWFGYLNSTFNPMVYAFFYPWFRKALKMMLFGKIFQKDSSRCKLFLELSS
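Test system: RD-HGA16 CHO cells with stable hTAAR1 and Gα16 / Probe or stimulus: EC80 β-phenethylamine stimulus / Times: seeding 17-24 h prior, 75-min 37 °C, 30-min RT dye loading / Detection: Fluo-8 calcium-sensitive fluorescence / Read-out basis: % inhibition scaled between DMSO and EC80 PEA controls / Repeats: singlicate, one well per test compound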
M1 PAM: positive allosteric modulators of human M1 muscarinic receptor; P11229; CHO-K1 hM1, Fluo-8 calcium fluorescence, ACh EC20; 0% = ACh EC20, 100% = maximal ACh; activation, % at 3 µM; actives 0.088% (n = 360,000); in the data active = activation above about 19%, passing the limit was not always enough
M1 PAM parental: M1 PAM counterscreen hit in parental CHO-K1 cells; ATP EC20, Fluo-8 calcium fluorescence; 0% at ATP EC20, 100% at ATP max; activation, % at 3 µM; actives 0.02% (n = 360,000); AID 602247;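 active = activation above the run cutoff, the mean activation of all test compounds plus 3 SD, cut at about 40% in these data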;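 also: peak over basal fluorescence ratio in a 140 s read after ATP addition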
CHRM1 antagonist: antagonists of human M1 muscarinic receptor; CHO-K1 hM1, Fluo-8 calcium fluorescence, ACh EC80 antagonist; P11229; actives 1.3% (n = 360,000); inhibition, % at 3 µM; AID 588852;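 active = percent inhibition above its own plate's cutoff, namely the mean of that plate's compound wells plus 3 SD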;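 also: peak over basal fluorescence ratio during 140 s after agonist addition; 0% = ACh EC80 plus DMSO and 100% = DMSO alone without agonist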
CHO-K1 Ca ag: counter-screen for M1 agonists: effect in parental CHO-K1 cells. Fluo-8 calcium fluorescence; scaled to maximal ATP response, vehicle zero. actives 0.48% (n = 360,000). AID 602248. activation, % at 3 µM; in the data active = activation above about 15%;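 also: untransfected CHO-K1 host cells lacking M1 receptor as counterscreen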
CHO parental Ca: counter-screen for OX1R antagonists: effect in parental CHO cells. actives 0.63% (n = 330,000). parental CHO-K1, ATP-induced calcium, Fluo-8 fluorescence. inhibition, % at 5.6 µM;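 active = inhibition above that plate's mean sample inhibition plus 3 SD, cut at about 26% in these data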;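 also: 0% = ATP-challenged DMSO wells and 100% = DMSO wells without ATP; some compounds past the cut are filed as inactive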
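material = parental CHO cells | also added = ATP as calcium-mobilizing challenge | dosing = single point at 5.6 µM | detection = intracellular calcium via Fluo-8 no-wash fluorescent dye | read-out = % inhibition | benchmarks = low control ATP plus DMSO, high control DMSO only | repeats = one well per compound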
TAAR1 agonist: human TAAR1 agonism; Q96RJ0; CHO RD-HGA16 TAAR1, Fluo-8 calcium fluorescence; vehicle wells 0%, saturating PEA agonist 100%; activation, % at 3 µM; actives 0.99% (n = 360,000); AID 624467;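 active = activation above the mean activation of all test compounds in the run plus 3 SD, cut at about 38% in these data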
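Benchmarks: low control DMSO, high control PEA (EC100); System: CHO RD-HGA16 cells carrying human TAAR1 plus Gα16; Detection: Fluo-8 fluorescence, 5 s baseline then 140 s kinetic read; Schedule: 17-24 h plating, Fluo-8 75 min 37 °C, 30 min RT; Read-out basis: % activation from peak over basal fluorescence ratio, DMSO-to-PEA scaled.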
CHO-K1 Ca antag: counter-screen for M1 antagonists: effect in parental CHO-K1 cells. inhibition, % at 3 µM. actives 0.6% (n = 360,000). AID 602250. ATP-induced calcium, Fluo-8 fluorescence;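 active = inhibition above a per-plate cutoff, the plate's mean sample inhibition plus 3 SD, cut at about 24% in these data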;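 also: 0% = DMSO plus EC80 ATP and 100% = DMSO alone without ATP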
Numbers without * were called inactive; x = not tested or not shown.

The line under a structure holds: CHRM1 antagonist	CHO-K1 Ca ag	CHO-K1 Ca antag	CHO parental Ca	M1 PAM parental	M1 PAM	TAAR1 antag	TAAR1 agonist	M1 ag
CC(C(=O)Nc1cc(C(F)(F)F)ccc1N1CCOCC1)N1C(=O)C2CC=CCC2C1=O (stereo not given)
 : -11	1.1	-9	-6	19	3	-2	5	6
CC(Nc1ccc(Br)cc1)C(=O)N/N=C/c1ccccc1OCc1ccccc1 (stereo not given)
 : 2	-0.1	16	-7	-2	0	14	13	3
CCOc1ccc(CCNC(=O)c2ccc(Cl)c(S(=O)(=O)N3CCOCC3)c2)cc1OCC
 : 8	6.9	4	-31	9	-3	4	6	-1
Cc1cc(C)cc(N(CC(=O)NC2CCCCC2)C(=O)c2ccc(C)s2)c1
 : -17	-0.3	-31	-18	33	5	-23	20	-1
COCCn1c(=NC(=O)CSCC(=O)N2CCOCC2)sc2cc(C)ccc21
 : 1	1.9	-9	0	7	1	5	1	-3
CC(=O)CN1C(=O)NC(c2ccccc2)(c2ccccc2)C1=O
 : -9	-0.4	2	-17	-7	3	-6	-4	-3
COCC(=O)OCC(=O)Nc1ccc(Cl)cc1[N+](=O)[O-]
 : -1	1.6	-3	-3	9	8	2	-1	-4
CC(=O)OC1COC(OC(C)=O)CO1 (stereo not given)
 : -8	0.6	-14	x	10	3	-17	0	0
COCCNC(=O)c1c(N)n(/N=C/c2cccs2)c2nc3ccccc3nc12
 : 2	0.1	5	-22	14	6	26	9	1
CCOC(=O)C1(CCOc2ccccc2)CCN(Cc2cccc(OC)c2OC)CC1
 : 42*	8.7	20	37*	-19	-24	-3	5	-2
COc1cc2[nH]c(=O)n(C3CCCCC3)c(=O)c2cc1OC
 : 12	0.1	-4	-10	-6	-5	-26	7	0
CC(=O)NC1(C(F)(F)F)C(=O)Nc2c1c(=O)[nH]c(=O)n2CC(C)C (stereo not given)
 : -3	0.6	-5	1	1	4	-21	4	-3
O=C(Cn1c(-c2cscn2)nc2ccccc21)Nc1ccccc1F
 : 3	0.0	-32	-2	0	1	6	5	0
Cc1ccc(NS(=O)(=O)c2cccc(C(=O)NNC(=O)c3ccco3)c2)c(C)c1
 : -20	0.7	10	-9	-18	13	4	3	6
CN(Cc1ccccc1F)c1nc(-c2cccnc2)nc2ccccc12
 : 1	-0.1	-10	-21	-26	-10	38	7	-11

An excerpt of these results, tab-delimited:
Molecule	CHRM1 antagonist	CHO-K1 Ca ag	CHO-K1 Ca antag	CHO parental Ca	M1 PAM parental	M1 PAM	TAAR1 antag	TAAR1 agonist	M1 ag
CCOc1ccc(CCNC(=O)c2ccc(Cl)c(S(=O)(=O)N3CCOCC3)c2)cc1OCC	8	6.9	4	-31	9	-3	4	6	-1
Cc1cc(C)cc(N(CC(=O)NC2CCCCC2)C(=O)c2ccc(C)s2)c1	-17	-0.3	-31	-18	33	5	-23	20	-1
COCCn1c(=NC(=O)CSCC(=O)N2CCOCC2)sc2cc(C)ccc21	1	1.9	-9	0	7	1	5	1	-3
CC(=O)CN1C(=O)NC(c2ccccc2)(c2ccccc2)C1=O	-9	-0.4	2	-17	-7	3	-6	-4	-3
COCC(=O)OCC(=O)Nc1ccc(Cl)cc1[N+](=O)[O-]	-1	1.6	-3	-3	9	8	2	-1	-4
CC(=O)OC1COC(OC(C)=O)CO1 (stereo not given)	-8	0.6	-14	x	10	3	-17	0	0
COCCNC(=O)c1c(N)n(/N=C/c2cccs2)c2nc3ccccc3nc12	2	0.1	5	-22	14	6	26	9	1
CCOC(=O)C1(CCOc2ccccc2)CCN(Cc2cccc(OC)c2OC)CC1	42*	8.7	20	37*	-19	-24	-3	5	-2
COc1cc2[nH]c(=O)n(C3CCCCC3)c(=O)c2cc1OC	12	0.1	-4	-10	-6	-5	-26	7	0

(continued)
The line under a structure holds: CHRM1 antagonist	CHO-K1 Ca ag	CHO-K1 Ca antag	CHO parental Ca	M1 PAM parental	M1 PAM	TAAR1 antag	TAAR1 agonist	M1 ag
Cn1cnnc1SCC(=O)c1ccc2c(c1)OCCO2
 : -16	0.6	-15	6	10	10	-6	3	-7
CC(NC(=O)CSc1n[nH]c(=O)[nH]c1=O)C1CC2CCC1C2 (stereo not given)
 : -13	0.6	-12	-1	15	5	-15	0	-5
CC(=O)N/N=C/c1cc2c(cc1[N+](=O)[O-])OCO2
 : -3	0.9	-11	-5	17	8	-7	4	-4
CCN(CC)C(=O)COc1cccc2ccccc12
 : 15	-0.3	0	-8	0	0	0	1	-1
CCOC(=O)c1ccc(NC(=O)CSc2nc3sc(C(=O)O)c(C)c3c(=O)[nH]2)cc1
 : -11	-0.2	5	-12	-8	8	7	0	-6
CCOC(=O)[C@]12CCC=C1N(Cc1ccco1)C(=O)[C@H](CC(=O)N1CCOCC1)C2
 : x	-0.2	2	x	-1	x	-10	3	x
CCN(CC)CCN(C(=O)c1ccc2c(c1)CCCC2)c1nc2ccc(OC)cc2s1
 : -7	0.5	3	-36	6	5	-26	-3	-5
O=C(OCC(=O)N1CCN(c2ccccc2)CC1)c1cc(Br)ccc1Cl
 : -1	1.0	-19	-19	3	8	-6	1	-5
N#CC(=C(c1ccccc1)c1ccccc1)c1ccccc1
 : 3	0.3	-12	x	21	3	-7	4	-1
O=C(CCC(=O)c1ccccc1)Nc1cccnc1
 : -3	0.5	-3	-2	4	-7	-2	0	-2
CC(C)c1ccc(OCC(=O)NN2C(=O)c3ccccc3C2=O)c(Br)c1
 : -17	0.9	-2	-12	-2	10	-5	1	-6
COc1cc(OC)cc(C(=O)N[C@H](C(=O)N2CCc3ccccc32)C(C)C)c1
 : 7	-0.4	-19	-32	32	-6	8	0	-9
COc1ccc(-c2nn(-c3ccccc3)cc2CNC[C@H]2O[C@@H](n3cnc(C(N)=O)n3)[C@H](O)[C@@H]2O)cc1
 : -24	0.5	-5	x	1	18	4	-1	2
O=C(c1ccccc1)c1cccc2ccccc12
 : -10	-0.7	-19	x	12	2	-16	-2	-6
Cc1c(Nc2cc(=O)oc3ccccc23)c(=O)n(-c2ccccc2)n1C
 : -5	0.0	6	2	11	5	-18	17	-5

Ordered by the number under TAAR1 agonist (low to high): three from the list above.
| Compound | CHRM1 antagonist | TAAR1 agonist | M1 ag |
| --- | --- | --- | --- |
| CCN(CC)CCN(C(=O)c1ccc2c(c1)CCCC2)c1nc2ccc(OC)cc2s1 | -7 | -3 | -5 |
| CC(C)c1ccc(OCC(=O)NN2C(=O)c3ccccc3C2=O)c(Br)c1 | -17 | 1 | -6 |
| N#CC(=C(c1ccccc1)c1ccccc1)c1ccccc1 | 3 | 4 | -1 |

Other records follow:
The line under a structure holds: CHRM1 antagonist	CHO-K1 Ca ag	CHO-K1 Ca antag	CHO parental Ca	M1 PAM parental	M1 PAM	TAAR1 antag	TAAR1 agonist	M1 ag
O=c1oc(CCCO)cc2ccccc12
 : -7	-0.1	-5	-3	-6	7	5	1	-2
COc1c(C)cc(C(O)c2ncc(-c3ccc(Cl)cc3)[nH]2)cc1C (stereo not given)
 : -9	3.8	-9	x	17	3	-13	4	2
c1ccc(CNCCN2CCNCC2)nc1
 : -3	0.2	-1	-3	8	9	13	14	-6
O=C(O)c1cc2cc(OCc3ccccc3)ccc2[nH]1
 : -12	0.1	-17	8	6	2	-12	-1	-1
COC(=O)/C(=C/c1ccccc1)NC(=O)c1ccco1
 : 7	0.5	-2	4	15	-2	-6	3	-3
COc1ccc2c(c1)C1=NN(/C(C)=C/C(C)=O)C(c3cccc(F)c3)C1CC2 (stereo not given)
 : -1	0.4	-10	-12	26	2	9	3	-9
O=C(c1ccccc1)N1CCN(C(=O)c2ccncc2)CC1
 : -4	-0.1	-1	-9	0	5	-14	3	-2
CN(c1ccccc1)S(=O)(=O)c1cccc(NC(=O)C2=NN(c3ccccc3)C(=O)CC2)c1
 : 11	11	-2	-2	-9	-11	28	4	-4
Cc1ccc2nc(Nc3ccc(Cl)cc3)c3nncn3c2c1
 : -8	-0.3	-12	-22	-7	23	-22	7	6
Cc1cc(C)n(CCCNC(=O)C2CC(=O)N(Cc3ccccc3)C2)n1 (stereo not given)
 : -1	0.0	3	-2	-21	-3	-2	0	0
CC(=O)C1C(=O)CC(C)(O)C(C(C)=O)C1c1ccc(N(C)C)cc1 (stereo not given)
 : -9	0.1	1	-8	10	3	-15	14	-4
Cc1cc(NC(=O)CSc2nc3c(cc2C#N)CCCC3)no1
 : 6	0.8	-5	-5	9	-3	-13	4	-3
COc1ccc(C2c3sc(=O)[nH]c3SC3C4CCC(C4)C23)cc1 (stereo not given)
 : 1	0.0	10	-8	5	-1	-13	14	-5
COc1cccc(CNC(=O)CCc2nnc(C3CCCCC3)o2)c1
 : -6	0.3	-12	-14	6	4	-12	0	-4
Cc1ccc(NC(=O)C(C)OC(=O)c2ccc(NS(=O)(=O)c3ccc(F)c(F)c3)cc2)cc1 (stereo not given)
 : 2	1.4	-2	0	6	-4	-12	6	-5
O=C1NC2(CCCCC2)C(=O)N1Cc1cccc(C(F)(F)F)c1
 : -2	0.4	-16	-1	19	5	-19	71*	-4
O=C(Cn1c(=O)sc2ccccc21)NCCOc1ccccc1F
 : -1	0.3	15	-14	-7	5	-5	5	1
CC(C)(C)c1ccc2c(c1)C(c1ccc3c(c1)OCO3)CC(=O)O2 (stereo not given)
 : -1	0.3	-19	-9	8	-4	21	0	-6
CCCCNC(=O)C(=O)Nc1cc2c3c(c1)CCC(=O)N3CCC2
 : -15	0.9	-11	-15	0	12	-6	2	-1
Cc1ccc(-n2ncc3c(=O)n(CC(N)=O)cnc32)cc1
 : 3	0.0	-3	2	-14	-5	3	8	-3
CCc1ccc(CN(C(=O)COc2c(C)cccc2C)C2CCS(=O)(=O)C2)cc1 (stereo not given)
 : 0	1.0	-13	-9	21	2	-34	8	-1
O=c1cc(-c2ccc(Cl)cc2)nc(N2CCN(c3ccccc3)CC2)[nH]1
 : -19	-0.4	-9	-10	8	6	6	-1	-1
COc1ccccc1NC(=O)Nc1ccc(Cl)c(S(=O)(=O)Nc2ccccc2OC)c1
 : 16	0.6	0	-15	-1	-7	17	2	-2
CCN(CC(=O)Nc1ccc(OC)cc1)C(=O)CSCc1c(C)noc1C
 : -4	2.5	-12	-22	18	5	4	-2	-5
CCN1CCN(c2ccc(S(=O)(=O)N3CCOCC3)cc2NC(=O)c2sccc2C)CC1
 : -6	0.6	-6	-12	-6	-2	-17	2	-5
CCOc1ccc(N2CC(C(=O)Nc3ccccc3OC)CC2=O)cc1 (stereo not given)
 : -1	-0.6	17	-2	-13	-1	-11	-1	-1
Cc1ccc(NC(=O)/C(=C\c2ccc([N+](=O)[O-])cc2)NC(=O)c2ccccc2)cc1
 : 0	0.4	0	4	6	2	-4	1	-3
